TNAP inh hiacc = TNAP (human) inhibition, high acceptor. inhibition, % at 20 µM. hit rate 0.03% among 200,000. AID 1135. P05186. purified TNAP, CDP-star luminescence, 1 M DEA;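 active = over 50% inhibition of tissue-nonspecific alkaline phosphatase at 20 µM in the single-dose screen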;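 also: plate controls were DMSO wells for no effect and EDTA-quenched wells as full inhibition for full effect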
Target sequence (P05186 whole entry, looked up): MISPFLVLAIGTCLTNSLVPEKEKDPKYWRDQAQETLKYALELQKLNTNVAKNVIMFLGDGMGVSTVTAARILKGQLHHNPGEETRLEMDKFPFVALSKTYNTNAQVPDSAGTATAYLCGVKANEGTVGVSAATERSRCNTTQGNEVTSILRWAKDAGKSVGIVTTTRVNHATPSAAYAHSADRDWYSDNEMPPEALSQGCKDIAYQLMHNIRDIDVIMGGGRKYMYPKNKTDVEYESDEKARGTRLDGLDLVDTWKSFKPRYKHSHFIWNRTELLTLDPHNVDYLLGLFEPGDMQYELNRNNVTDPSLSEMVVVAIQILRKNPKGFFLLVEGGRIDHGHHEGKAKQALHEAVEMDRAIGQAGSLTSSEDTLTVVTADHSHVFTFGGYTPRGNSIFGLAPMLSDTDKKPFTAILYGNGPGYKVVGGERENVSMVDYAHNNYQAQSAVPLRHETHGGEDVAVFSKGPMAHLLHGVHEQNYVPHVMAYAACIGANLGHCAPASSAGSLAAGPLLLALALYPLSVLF
Diaph act CS = diaphorase activation or chemical reduction counter-screen | AID 1229 | hit rate 0.005% among 190,000 | activation factor at 20 µM | Diaphorase/resazurin coupled assay, resorufin fluorescence, 16 min; stronger effect = higher value; 1 = vehicle wells, 0 = NADH-free wells;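 active = diaphorase activity raised at least twofold by the compound at 20 µM; inactive = activation factor below 2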
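Test system: Clostridium kluyveri diaphorase, purified enzyme. Buffer or medium: 50 mM HEPES pH 7.4 buffer plus MgCl2 and Tween 20. Also added: 0.114 mM NADH and 0.1 mM resazurin, final amounts. Dosing: compound 20 µM once, DMSO 1%. Schedule: 16 min enzyme reaction, ambient temperature. Detection: fluorescence of resorufin, 544 nm excitation, 590 nm emission.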
Diaphorase inh = diaphorase inhibition or chemical oxidation counter-screen; diaphorase resazurin-to-resorufin fluorescence, NADH, 16 min; bacterial (C. kluyveri) enzyme, not human; inhibition, % at 20 µM; hit rate 0.69% among 190,000; AID 1217;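 active = primary screen inhibition at 20 µM above a set limit, cut at about 50% in these data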;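 also: plate controls were DMSO with full reaction for no effect and wells lacking NADH for full effect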
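controls = No-NADH positive control and DMSO neutral control | system = Clostridium kluyveri diaphorase enzyme | timing = reaction incubation of 16 min at room temperature | signal = resorufin fluorescence 544/590 nm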
PMI activator = phosphomannose isomerase (human) activation; hit rate 0.005% among 190,000; activation factor at 20 µM; purified human PMI, coupled resazurin fluorescence, 20 min; stronger effect = higher value; 1 = vehicle control, 0 substrate-free wells;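 active = activation factor of 2 or more at 20 µM, relative to plate controls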
Target sequence (P34949 whole entry, looked up): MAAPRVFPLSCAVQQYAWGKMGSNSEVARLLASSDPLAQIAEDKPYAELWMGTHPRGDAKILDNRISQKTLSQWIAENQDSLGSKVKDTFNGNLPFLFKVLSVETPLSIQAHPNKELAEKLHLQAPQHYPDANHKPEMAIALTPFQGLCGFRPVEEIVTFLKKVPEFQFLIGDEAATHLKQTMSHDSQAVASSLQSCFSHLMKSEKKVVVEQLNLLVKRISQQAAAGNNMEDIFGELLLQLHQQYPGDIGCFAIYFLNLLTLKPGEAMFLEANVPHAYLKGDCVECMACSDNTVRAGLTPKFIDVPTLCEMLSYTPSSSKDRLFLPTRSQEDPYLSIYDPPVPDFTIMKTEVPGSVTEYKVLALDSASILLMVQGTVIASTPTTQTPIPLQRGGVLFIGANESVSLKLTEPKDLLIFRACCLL
Lmaj promast = reduces viability of Leishmania major promastigotes; resazurin fluorescence viability; inhibition, % at 10 µM; hit rate 9% among 200,000; AID 1063; in the data active = inhibition above about 50%;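 also: promastigotes grown with compound for 44 hours at 28 °C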
bIAP act = increases bovine intestinal alkaline phosphatase activity; hit rate 0.17% among 200,000; AID 1016; purified bovine IAP, CDP-star luminescence, 30 min; stronger effect = higher value; fold of DMSO-control signal, blank-subtracted; activation factor at 20 µM;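 active = activation factor of 2 or more at 20 µM, a signal rise over negative controls twice the positive control's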
bIAP inhibitor = blocks bovine intestinal alkaline phosphatase activity; AID 1019; purified bovine IAP, CDP-star luminescence, 30 min; inhibition, % at 20 µM; 190,000 tested, under 10 active;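 active = over 50% inhibition of intestinal alkaline phosphatase at 20 µM in the single-dose screen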
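Incubation: 30 min reaction at room temperature / Material: purified bovine intestinal alkaline phosphatase (IAP) enzyme / Input: enzyme at 1/65,000,000 dilution / Dosing: 20 µM single dose / Signal: CDP-star luminescence signal / Reagent: CDP-star chemiluminescent phosphatase substrate, 30 µM final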
TNAP act hiacc = increases human TNAP activity under high phosphate acceptor concentration | P05186 | purified TNAP, CDP-star luminescence, 1 M DEA, 30 min; stronger effect = higher value; 0 = EDTA background, 1 = DMSO-only activity | activation factor at 20 µM | 200,000 tested, under 10 active;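 active = activation factor at least 2 at 20 µM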
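system = human TNAP | amount = enzyme diluted 1/800 final | reagent = 100 µM CDP-star substrate | signal = luminescent substrate turnover signal | dosing = one dose, 20 µM | benchmarks = EDTA negative control, DMSO positive control | measure = activation factor | timing = 30 min reaction, room temperature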
TNAP inh no acc = inhibitors of human TNAP without phosphate acceptor | P05186 | purified TNAP, CDP-star luminescence, 30 min | inhibition, % at 20 µM | hit rate 0.26% among 200,000;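 active = tissue-nonspecific alkaline phosphatase inhibition above about 50% at 20 µM in the single-dose screen, limit read from the data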;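 also: 0% = DMSO negative control and 100% = EDTA positive control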
PMI act satM6P = activators of human phosphomannose isomerase at near-saturating mannose 6-phosphate. P34949. coupled PMI enzyme assay, resazurin fluorescence, 20 min; stronger effect = higher value; 1 = untreated enzyme, 0 = substrate-free blank. activation factor at 20 µM. hit rate 0.34% among 190,000. AID 1216;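 active = activation factor of 2 or more at 20 µM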
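Test system: human phosphomannose isomerase with PGI, G6PDH, diaphorase coupling enzymes; Amount: PMI at 15 ng/mL final; Reagent: Mannose-6-phosphate 1.0 mM (near-saturating) plus 0.22 mM NADP+; Timing: 20 min, room temperature; Technique: resorufin fluorescence at Ex 544/Em 590 nm; Dosing: 20 µM single dose.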
Starred values were filed as active, the others as inactive. The order is random; any-hit rate near 10%.

SMILES | TNAP inh hiacc | Diaph act CS | Diaphorase inh | PMI activator | Lmaj promast | bIAP act | bIAP inhibitor | TNAP act hiacc | TNAP inh no acc | PMI act satM6P
CCOCc1nnc(NC(=O)c2ccco2)s1 | -3.6 | 0.8 | 15.1 | 0.9 | -6.8 | 0.9 | 10.3 | 1 | -10.7 | 0.9
COc1ccc(/C=C(\C#N)C(=O)OCC(=O)NC(C)c2ccccc2)cc1 (stereo unspecified) | -6.2 | 0.9 | 13.3 | 1 | -2.5 | 0.9 | 10.6 | 1.1 | -10.4 | 0.7
CC1=CC(=C(C#N)C#N)C=C(C)N1CCN1CCN(C(=O)Nc2ccc(Cl)c(Cl)c2)CC1 | -2.1 | 1 | -0.7 | 0.9 | 1.0 | 0.5 | 46.6 | 1 | -9.6 | 1.1
CCOc1ccc(N(C(C)C(=O)NC(C)CC)S(C)(=O)=O)cc1 (stereo unspecified) | -3.1 | 1 | 4.4 | 0.9 | -2.3 | 1.1 | -6.9 | 1 | -8.7 | 1
O=C(c1cnn2c(C(F)F)cc(C3CC3)nc12)N1CCOCC1 | -4.9 | 0.8 | 15.1 | 0.5 | -4.0 | 0.9 | 8.9 | 1 | -8.2 | 1
COc1cc2[nH]c(=S)nc(NCC3CCCO3)c2cc1OC (stereo unspecified) | -4.0 | 0.7 | 25.6 | 1 | 17.7 | 0.9 | 7.9 | 1 | -10.4 | 1
Cc1ccc(C(=O)CC(=O)COc2ccc(Cl)cc2)cc1 | 3.5 | 1 | 2.4 | 1 | 66.3* | 0.8 | 21.8 | 1 | -9.9 | 1
O=C(c1cccs1)c1coc2ccc(O)c(CN(CCO)CCO)c12 | -3.6 | 0.9 | 11.5 | 1 | -4.2 | 1.3 | -27.2 | 1 | -7.8 | 1
N=c1sccn1CC(=O)Nc1ccc2c(c1)CCC2 | -7.3 | 0.8 | 17.1 | 1 | -6.8 | 0.8 | 19.1 | 1.1 | 3.2 | 0.9
CCOC(=O)Nc1ccc(S(=O)(=O)Nc2cc(C)on2)cc1 | 2.7 | 1 | 3.3 | 1 | -5.0 | 0.9 | 5.1 | 1 | -3.4 | 1
CCCCN(C(=O)/C=C/c1ccc(OCC(C)C)c(OCC)c1)c1c(N)n(CCC)c(=O)[nH]c1=O | -0.8 | 1 | 0.0 | 1.1 | -0.1 | 1 | -4.2 | 1 | -3.1 | 1.1
Cc1c(C(=O)NCc2ccccc2)cnn1-c1ccccc1 | -4.7 | 0.9 | 7.0 | 0.9 | 3.1 | 0.9 | 12.5 | 1 | -13.5 | 0.9
C/C(=N\NC(=O)CN(c1ccccc1)S(C)(=O)=O)c1ccccc1O | 2.4 | 1.1 | -10.9 | 1.2 | -7.2 | 1.1 | -14.2 | 1 | -33.9 | 1.3
CC(=O)c1ccc(N2CCN(C(=O)c3nn(Cc4ccccc4)c(=O)c4ccccc34)CC2)cc1 | -0.7 | 1 | -4.3 | 1.1 | 20.1 | 1 | 0.4 | 1 | -5.3 | 1
c1ccc(COc2ccc(OCCOCCn3cncn3)cc2)cc1 | -3.4 | 0.9 | 5.8 | 1 | -9.6 | 0.9 | 7.1 | 1 | -12.0 | 1
Cn1c2c(c(=O)[nH]c1=O)C(c1cccc(O)c1)C1=C(N2)c2ccccc2C1=O (stereo unspecified) | 8.8 | 0.9 | 14.3 | 1.3 | 2.9 | 0.8 | 16.5 | 0.9 | 22.1 | 1.2
Cc1ccccc1-n1nc2c(c1NC(=O)c1cc3ccccc3oc1=O)CS(=O)(=O)C2 | -6.8 | 0.8 | 19.5 | 0.9 | 3.0 | 1 | 2.6 | 1.1 | 8.4 | 0.8
COc1cc(/C=N/S(=O)(=O)CCc2ccccc2)ccc1O | -0.8 | 0.9 | 13.2 | 0.8 | -6.2 | 0.9 | 12.1 | 1 | 3.0 | 0.9
CC(C(=O)NCC1CCCCC1)N1CCc2ccccc2C1 (stereo unspecified) | -5.6 | 0.9 | 6.8 | 1.1 | 1.2 | 1 | -0.8 | 1.1 | 3.1 | 1.1
Cc1cc(-c2csc(NC(=O)c3ccc(=O)[nH]c3)n2)c(C)n1Cc1ccccc1 | 5.5 | 0.6 | 37.8 | 1 | -8.6 | 1.1 | -8.3 | 0.9 | -13.1 | 0.7
Cc1ccc(OCCSc2nnc(NC(=O)c3ccco3)s2)cc1 | -5.2 | 0.9 | 12.2 | 0.9 | -9.7 | 0.8 | 15.7 | 1.1 | -1.1 | 0.9
COc1ccccc1-n1c(SCC(=O)N2CCOCC2)nc(O)c(Cc2ccccc2)c1=O | -1.3 | 0.9 | 12.5 | 0.9 | -2.5 | 1 | 2.5 | 1 | -6.4 | 1
NC(=O)CSc1nnc(COc2ccccc2)n1CCc1ccccc1 | 2.2 | 0.9 | 5.8 | 1 | -5.9 | 1 | -3.3 | 1 | -2.9 | 1
CCCCNS(=O)(=O)/C=C/c1ccccc1 | -3.1 | 0.9 | 10.6 | 1 | -8.0 | 0.9 | 6.8 | 1 | -0.2 | 1
N/C(=N\OC(=O)Oc1ccccc1)c1ccc([N+](=O)[O-])cc1 | 1.5 | 0.9 | 5.3 | 1.1 | -7.5 | 0.9 | 5.0 | 1 | -5.6 | 1.1
O=C(NC1CCCC1)C(c1ccsc1)N(C(=O)Cc1cccs1)c1cccc(F)c1 (stereo unspecified) | 0.0 | 1 | 0.8 | 1 | 2.2 | 0.9 | 13.4 | 1 | -8.6 | 1
O=C(CCl)Nc1ccc(-c2ccccc2)cc1 | -5.9 | 1 | -1.9 | 1.3 | 79.2* | 1.1 | -8.5 | 1.1 | -9.5 | 1.2
Cc1ccc(Cn2ccc(NC(=O)c3noc4c3CCc3ccccc3-4)n2)cc1 | -1.5 | 0.9 | 7.2 | 1 | -1.0 | 1 | 2.0 | 1 | -15.1 | 1
O=C(COc1ccccc1)N/N=C/c1ccc2c(c1)OCO2 | -4.0 | 1 | 0.0 | 0.8 | 0.9 | 1.4 | -41.7 | 1 | 1.0 | 0.9
COC(=O)c1[nH]c(C)c(/C(O)=C2\C(=O)C(=O)N(CCN3CCOCC3)C2c2cccnc2)c1C (stereo unspecified) | -2.0 | 0.8 | 22.3 | 1 | -8.8 | 0.9 | 6.4 | 1 | -10.1 | 1.1

Single records (already shown). Order of values: TNAP inh hiacc	Diaph act CS	Diaphorase inh	PMI activator	Lmaj promast	bIAP act	bIAP inhibitor	TNAP act hiacc	TNAP inh no acc	PMI act satM6P
`Cc1cc(-c2csc(NC(=O)c3ccc(=O)[nH]c3)n2)c(C)n1Cc1ccccc1` is listed with 5.5	0.6	37.8	1	-8.6	1.1	-8.3	0.9	-13.1	0.7
`Cc1ccc(OCCSc2nnc(NC(=O)c3ccco3)s2)cc1` is listed with -5.2	0.9	12.2	0.9	-9.7	0.8	15.7	1.1	-1.1	0.9

An excerpt from above, showing only PMI activator and TNAP inh hiacc.
SMILES | PMI activator | TNAP inh hiacc
COc1ccccc1-n1c(SCC(=O)N2CCOCC2)nc(O)c(Cc2ccccc2)c1=O | 0.9 | -1.3
NC(=O)CSc1nnc(COc2ccccc2)n1CCc1ccccc1 | 1 | 2.2
CCCCNS(=O)(=O)/C=C/c1ccccc1 | 1 | -3.1

Continued.
SMILES | TNAP inh hiacc | Diaph act CS | Diaphorase inh | PMI activator | Lmaj promast | bIAP act | bIAP inhibitor | TNAP act hiacc | TNAP inh no acc | PMI act satM6P
CCN(c1ccccc1)S(=O)(=O)c1ccc(F)cc1C | -3.7 | 0.8 | 15.0 | 0.9 | 32.4 | 0.9 | 12.2 | 1 | -13.8 | 0.9
Cn1c(=O)c2c(nc(N3CCOCC3)n2CCCNC2=NCCC2)n(C)c1=O | 1.1 | 1 | -0.2 | 1 | -4.5 | 0.9 | 8.5 | 1 | -3.9 | 1
COc1ccccc1CNC(=O)c1ccc(OCc2c(C)noc2C)c(OC)c1 | -3.6 | 1 | -3.9 | 1 | -4.8 | 1.1 | -10.8 | 1 | -7.1 | 1.1
CCOC(=O)c1c(C)n(CCO)c2ccc(O)cc12 | -5.5 | 0.9 | 11.4 | 0.9 | 0.0 | 1 | 0.5 | 1.1 | -11.0 | 0.9
O=C1/C(=C\c2ccc3c(c2)OCO3)CCC/C1=C/c1ccc2c(c1)OCO2 | 1.4 | 0.8 | 19.5 | 1 | 48.5 | 0.7 | 30.3 | 1 | -9.7 | 1.1
Cn1nc(C(=O)NCc2ccco2)c2ccccc2c1=O | -4.8 | 1 | -4.3 | 1 | -4.2 | 1.1 | -5.6 | 1 | -10.7 | 1.1
CN1/C(=C\C(=O)C[n+]2ccc(C(=O)c3ccccc3)cc2)C(C)(C)c2ccccc21 | 4.3 | 1 | -1.9 | 1.1 | 44.7 | 1 | 2.5 | 1 | 4.8 | 1
CCSc1nc2c(sc3nc(C)cc(C)c32)c(=O)[nH]1 | -0.5 | 0.6 | 35.7 | 1 | -6.5 | 1.1 | -8.9 | 1 | 2.6 | 1
COC(=O)c1c(NC(=O)c2nc3ccccc3s2)sc2c1CCN(C(C)=O)C2 | 1.2 | 0.7 | 32.2 | 0.8 | 26.3 | 1.2 | -15.5 | 1 | -1.9 | 0.8
O=C(O)CC(NC(=S)NCc1ccccc1)C(=O)O (stereo unspecified) | -4.3 | 1 | 2.9 | 1 | 80.2* | 1 | -1.5 | 1 | -12.2 | 1
Cc1ccc(OCC(=O)NCCc2nc3ccccc3[nH]2)c(C)c1 | -3.5 | 1 | 3.5 | 1.1 | 6.5 | 1.1 | -12.6 | 1 | -3.7 | 1
COc1cccc(-c2cc(C(=O)Nc3cnn(Cc4ccccc4C)c3)no2)c1 | 1.7 | 1.1 | -6.8 | 1.1 | -5.0 | 0.9 | 6.5 | 1 | -3.1 | 1.1
COCCn1c(C)cc(/C=C2/NC(=O)N(c3ccc(Cl)cc3)C2=O)c1C | 0.2 | 0.9 | 6.0 | 1 | -6.4 | 0.9 | 7.2 | 1 | -2.3 | 1
CC(Cc1ccccc1)NC(=O)C1CCCNC1=O (stereo unspecified) | -2.9 | 0.9 | 11.6 | 0.9 | -1.8 | 0.9 | 6.2 | 1 | -6.2 | 1
COc1ccc(N2CC(C(=O)NCCc3ccc(OC)c(OC)c3)CC2=O)cc1 (stereo unspecified) | -5.6 | 0.9 | 8.2 | 1.1 | -5.8 | 0.7 | 33.9 | 1.1 | -3.3 | 1
Cc1ccc(CN(c2ccc(C(=O)Nc3cccnc3)cc2)S(C)(=O)=O)cc1 | -1.0 | 0.8 | 21.7 | 0.8 | 2.4 | 1 | 4.7 | 1 | -11.2 | 0.8
CCn1c(C)c(CS(=O)(=O)c2ccccc2)[nH]c1=O | -3.7 | 0.9 | 10.7 | 0.1 | -0.8 | 1 | -4.9 | 1 | -11.9 | 0.1

From PubChem BioAssay
